# Screening data: PubChem, several laboratories
# ABCB6 inh MLPCN – ABCB6 transporter inhibitors, primary screen, K562-ABCB6 cells, flow cytometry, MLPCN library; 360,000 compounds, 0.19% hits; K562-ABCB6 porphyrin accumulation, 1 h; hits give low values; fluorescence ratio to DMSO, % at 10 µM; ATP-binding cassette sub-family B member 6 (Homo sapiens), Q9NP58;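 active means fluorescence ratio to DMSO below 75%, the collection mean minus 3 SD; inconclusive means too few cells collected in the well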;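 further: signal is porphyrin accumulated inside mitochondria; 100% equals median channel fluorescence of DMSO control wells; lower ratio means ABCB6 inhibition with less porphyrin fluorescence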
# MC4R barr agon – MC4R agonists recruiting beta-arrestin, primary screen, cell-based, luminescence, agonist arm of biased-ligand search; Melanocortin receptor 4 (Homo sapiens), P32245; U2OS MC4R beta-arrestin complementation; percent of melanotan II response, DMSO zero; activation, % at 8.9 µM; 360,000 compounds, 0.98% hits;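 active means activation above a per-plate cutoff, the mean activation of sample wells on that plate plus 3 SD, cut at about 8% in these data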
# H9c2 protect – cardioprotection against H2O2-induced cell death, primary screen, uHTS, H9c2 cells, ATPLite luminescence; H9c2 cardiomyocytes, H2O2 injury protection, 2 h; protection from H2O2 cell death, % at 20 µM; 360,000 compounds, 0.63% hits; AID 588492, 2011;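 active means compounds giving at least 50% protection of heart cells from peroxide-induced death in the single-dose screen, raw or plate-pattern-corrected value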;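 further: 0% = DMSO wells with peroxide and 100% = DMSO wells without peroxide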
# PDI inh – inhibitors of human PDI, primary screen, biochemical, turbidity, single point, plate reader; Protein disulfide-isomerase (Homo sapiens), P07237; PDI insulin aggregation turbidity, A650, 90 min; inhibition, % at 10 µM; 350,000 compounds, 0.052% hits; AID 588391, 2011;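 active means mean inhibition across replicates of 30% or more, whatever share of single replicates reach that level; inconclusive means mean inhibition below 30% while every single replicate reaches 30%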;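 further: absorbance from insulin aggregation driven by PDI reduction with DTT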
# Exocytosis inh – LAMP-1 surface exposure blockers, TALL-104 cells – cell-based, flow cytometry, MLPCN library, primary screen; TALL-104 LAMP-1 surface exposure; cells stimulated with thapsigargin and PMA; inhibition, % at 10 µM; 360,000 compounds, 0.66% hits;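 active means inhibition above about 55%, limit read from the data; inconclusive means no clear call, values can overlap the other calls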
# MC4R antagonist – MC4R antagonists of cAMP signaling, primary screen, cell-based, TR-FRET, antagonist arm of biased-ligand search | MC4R-expressing cells, MTII-stimulated cAMP, LANCE TR-FRET | inhibition, % at 6.5 µM | 360,000 compounds, 0.48% hits | AID 540295, 2011;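 active means inhibition above its plate's cutoff, the mean of tested wells on that plate plus 3 SD, cut at about 29% in these data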;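 further: 0% = Melanotan II alone and 100% = Melanotan II plus saturating MCL0020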
#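 System: U2OS cells stably expressing human melanocortin 4 receptor (MC4R). Reagent: Melanotan II challenge after compound preincubation. Doses: 6.5 µM. Times: 30-min compound, 1-h challenge, 1-h detection, room temperature. Measured by: TR-FRET with Eu-cAMP and labeled anti-cAMP, 671 nm. Replicates: singlicate.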
# HTR2A ag – mouse Htr2a agonists via beta-arrestin recruitment, primary screen, cell-based, luminescence | CHO-K1 mHTR2A beta-arrestin complementation; percent of 30 µM serotonin response | 5-hydroxytryptamine receptor 2A (Mus musculus), P35363 | 360,000 compounds, 0.66% hits | activation, % at 7.6 µM;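 active means activation above a run cutoff, the mean activation of all tested compounds plus 3 SD, cut at about 14% in these data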;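 further: 0% = plate median of compound wells and 100% = 30 µM serotonin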
# CaV13 FRET inh – Disruptors of the CACNA1D IQ motif to Ca2+-dependent inactivation inhibitor domain association, primary screening, Förster resonance energy transfer in intact living … | HEK cells, CFP/YFP FRET ICDI-IQ, plate reader, 10 min; percent FRET-ratio fall versus neutral wells | inhibition, % at 12.3 µM | 340,000 compounds, 0.098% hits | AID 743397;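 active means mean replicate inhibition of at least 30% and at least 1% of replicates passing that level; inconclusive means only one of the two criteria is met; inactive means neither criterion is met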;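 further: 0% = median of the neutral control wells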
# ABHD5-PLIN5 inh – ABHD5-PLIN5 interaction inhibitors, primary screen, cell lysate, split luciferase complementation, luminescence. Perilipin-5 (Homo sapiens) + 1-acylglycerol-3-phosphate O-acyltransferase ABHD5 (Homo …. Split G. princeps luciferase complementation, 4 h. 360,000 compounds, 0.78% hits. inhibition, % at 4 µM. AID 602281, 2012;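 active means inhibition above the mean inhibition across every tested compound plus 3 SD, cut at about 22% in these data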;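 further: 0% = DMSO only wells and the 100% control is not disclosed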
# Target sequence (Q00G26 whole entry, looked up): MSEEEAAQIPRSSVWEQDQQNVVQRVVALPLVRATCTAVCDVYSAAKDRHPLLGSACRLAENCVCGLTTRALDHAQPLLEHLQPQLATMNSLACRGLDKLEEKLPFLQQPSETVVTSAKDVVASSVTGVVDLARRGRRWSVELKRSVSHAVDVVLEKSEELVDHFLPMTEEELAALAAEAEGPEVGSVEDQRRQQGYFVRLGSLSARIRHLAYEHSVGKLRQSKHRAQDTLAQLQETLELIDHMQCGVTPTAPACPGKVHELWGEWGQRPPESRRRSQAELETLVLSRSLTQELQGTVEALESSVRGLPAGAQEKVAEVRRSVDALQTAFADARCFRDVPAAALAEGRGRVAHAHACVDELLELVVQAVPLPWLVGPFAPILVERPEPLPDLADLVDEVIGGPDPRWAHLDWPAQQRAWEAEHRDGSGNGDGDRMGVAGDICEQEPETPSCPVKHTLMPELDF
# Target sequence (Q8WTS1 whole entry, looked up): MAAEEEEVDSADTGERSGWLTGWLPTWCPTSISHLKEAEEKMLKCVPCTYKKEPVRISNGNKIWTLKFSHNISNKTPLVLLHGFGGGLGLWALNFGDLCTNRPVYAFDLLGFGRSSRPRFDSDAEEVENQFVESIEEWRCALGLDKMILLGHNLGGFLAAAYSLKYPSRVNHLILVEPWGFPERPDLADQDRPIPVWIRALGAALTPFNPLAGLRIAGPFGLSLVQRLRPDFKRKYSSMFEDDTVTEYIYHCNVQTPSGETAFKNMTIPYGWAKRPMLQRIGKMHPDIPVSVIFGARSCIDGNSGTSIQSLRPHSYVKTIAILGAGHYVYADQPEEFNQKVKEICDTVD
# N-glyco inh – increase of ERlucT glycosylation luciferase signal, primary screen, N-linked glycosylation inhibitor project, D54 ERlucT cells, luminescence, set 2 | D54 ERlucT glycosylation luciferase reporter, 24 h; percent of 100 nM tunicamycin response | reporter increase, % at 12.5 µM | 360,000 compounds, 0.23% hits;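 active means mean luciferase reporter signal, scaled so untreated is 0 and the glycosylation-blocking control 100, at or above a set limit in every replicate; inconclusive means mean reaches the limit but not every replicate does; inactive means mean below the limit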;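 further: luciferase carries N-glycosylation sites so blocking glycosylation raises the light; 0% = median of neutral control wells and 100% = median of 100 nM tunicamycin wells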
# An asterisk follows results filed as active; ? = inconclusive; . = no result given.
nr	molecule	ABCB6 inh MLPCN	MC4R barr agon	H9c2 protect	PDI inh	Exocytosis inh	MC4R antagonist	HTR2A ag	CaV13 FRET inh	ABHD5-PLIN5 inh	N-glyco inh
1	COc1ccc(CNc2nc3nc(C)c(Cl)c(=O)n3[nH]2)cc1	96	-1.2	1	-1	-5	3	-3	4	3	0
2	Cc1ccc(/C=c2\sc3nc(-c4cccs4)nn3c2=O)o1	99	3.3	-2	0	-2	21	7	-11	4	-1
3	O=C(NCc1ccncc1)NC12CC3CC(CC(C3)C1)C2	97	3.4	10	-9	7	3	-5	5	15	-1
4	COc1ccc(S(=O)(=O)N2CCCCC2)cc1NC(=O)CSc1ncnc2ccccc12	102	-0.8	-4	-1	3	22	-7	-7	6	-5
5	CCc1noc(C)c1C(=O)OCC(=O)c1ccc(OC)c(OC)c1	95	-3.0	5	6	-1	-4	-1	-5	3	-1
6	CCc1nnc(NC(=O)c2cc(-c3ccccn3)nc3ccccc23)s1	97	-2.6	14	2	0	6	5	-6	6	0
7	Fc1cccc(/C=N/N=C/c2cccc(F)c2)c1	97	-2.3	-2	-4	4	5	0	-3	2	1
8	CCOC(=O)/C=C1\NC(C)(C)Cc2cc(OC)c(OC)cc21	83	-2.2	-3	17	0	-15	-3	-8	-2	0
9	COc1ccccc1NC(=O)c1sc2ncn(Cc3cccc(C)c3)c(=O)c2c1C	102	0.7	10	6	3	6	-3	-5	7	-1
10	O=S(=O)(Nc1ncnc2c1oc1ccccc12)c1ccc(Cl)s1	103	-1.9	10	-1	6	7	-1	-4	-2	3
11	CC(=O)Nc1cccc(Oc2nc(C)cc(C)c2C#N)c1	101	2.4	-2	6	4	9	-10	-6	-1	1
12	CCOc1ccc(C(=O)OCc2nnc(-c3cccs3)o2)cc1OC	99	1.4	-3	-5	-4	-2	0	-6	-3	2
13	CSc1ncnc2c1ncn2CCCNCC1CCCO1 (centres undefined)	103	-1.0	-3	-9	-5	9	-5	-5	5	0
14	CC(=O)Nc1ccc(N(C(=O)c2ccco2)C(C(=O)NC2CCCCC2)c2ccccc2)cc1 (centres undefined)	96	1.5	6	8	-9	19	2	-5	-10	5
15	COc1ccccc1NS(=O)(=O)c1cc(NC(=O)CNC(=O)c2ccccc2)ccc1C	95	1.1	10	-22	-1	-1	-2	-2	8	-6
16	CCC(C)[C@H](NC(=O)NCc1cccs1)C(=O)O (some centres undefined)	95	-2.4	-2	4	-4	-1	-6	-5	-3	0
17	O=C(CNC(=O)c1ccco1)NNC(=O)c1cccc(Cl)c1	98	0.6	-1	13	-5	1	-1	-5	2	1
18	Cn1c(CCNC(=O)c2ccc(Cl)c(Cl)c2)nnc1SCc1ccc(Cl)c(Cl)c1	95	-1.4	1	2	43	8	0	-5	-3	1
19	CC1CCN(C(=O)COC(=O)C2CCN(S(=O)(=O)c3ccc4c(c3)OCCO4)CC2)CC1	97	-0.6	-6	1	5	11	4	-3	-8	-1
20	O=C(O)c1ccc(N/N=C/c2cccc(F)c2)cc1	95	0.8	2	-23	6	3	-6	-8	-4	-14
21	O=C(Nc1ccc(F)c(Cl)c1)C1CCN(S(=O)(=O)c2cccnc2)CC1	108	0.6	-13	-7	1	6	6	-5	-6	0
22	CCNC(=S)N/N=C/c1ccc(OCCOc2ccccc2C)cc1	105	7.2	-6	-32	-3	7	-2	-7	3	-2
23	Cc1ccc(NC(=O)CN(C)C(C)C(=O)N2CC(C)CC(C)C2)cc1 (centres undefined)	96	-4.0	-3	-21	1	3	5	-6	1	3
24	COc1ccc(NS(=O)(=O)c2ccc(S(=O)(=O)N(C)C)cc2)cc1S(N)(=O)=O	97	0.4	-2	-2	-1	16	1	-6	1	3
25	Cc1ccc(-n2ncc(N(C)C)c(Cl)c2=O)cc1	97	-2.4	-7	0	0	5	-3	1	0	-13
26	CC(=O)Nc1c2c(nn1-c1ccccc1C)CSC2	98	-0.5	-1	-10	5	4	0	-7	-9	0
27	COc1ccc(-n2ncc3c2CC(C)(C)CC3NC(=O)CSc2ccccn2)cc1 (centres undefined)	100	-0.5	-1	-3	3	10	11	-2	8	-2
28	Cc1cc(C)c(NC2=NCC(=O)N2C2CCCCC2)c(C)c1	99	-2.9	-5	1	-1	3	7	-4	-3	-1
29	Nc1nnc(CC(=O)N/N=C/c2ccccc2OCc2ccccc2F)s1	98	-1.7	-1	-1	-6	11	-11	-3	-1	1
30	S=c1[nH]nc(-c2ccc3ccccc3n2)n1Cc1ccccc1	88	4.3	-6	1	3	-6	-1	-7	-16	0
31	COc1ccc(C(C)=O)cc1CSc1nc2cc(Cl)ccc2o1	97	-1.2	1	0	2	-2	4	.	5	0
32	CCNc1nc2c(c(=O)[nH]c(=O)n2C)n1CCCc1ccccc1	101	-1.2	-6	1	-5	16	0	-20	-2	-1
33	Cc1nc(-c2cccc(N)c2)cs1	103	0.0	-1	7	-3	5	5	?	0	0
34	Cc1cccc(NC(=O)CSc2nnc(CNC(=O)c3ccco3)o2)c1C	106	-0.4	4	-4	-12	8	0	-3	2	-2
35	COC(=O)c1c(C(=O)OC)c(-c2ccc(F)cc2)n2c1CS(=O)(=O)C2	98	0.2	-1	9	2	-2	2	-4	-1	-1
36	Cc1ccc(NC(=O)c2oc3ccc(Br)cc3c2C)cc1S(=O)(=O)N1CCOCC1	93	2.1	3	0	-3	11	5	-6	0	-4
37	COc1ccc(C(=O)NC2CCCCCCC2)cc1OC	96	0.3	4	13	-12	4	-1	-20	6	2
38	COc1ccccc1NC(=O)CN(Cc1ccco1)C(=O)c1ccc(=O)[nH]c1	96	0.6	4	3	-2	13	-1	-7	1	2
39	COc1ccccc1NC(=O)NC1(C(=O)N2CCOCC2)CCCCC1	103	-1.2	4	2	-7	8	-3	-7	-2	3
40	O=C(Nc1ccc2nc3ccccc3nc2c1)c1ccc(Br)cc1	103	-3.0	3	2	2	8	3	-6	-1	5
41	COc1cc(CN(C(=O)c2cccs2)C2CCS(=O)(=O)C2)cc(OC)c1OC (centres undefined)	100	-1.6	-4	3	3	4	-2	-2	-3	3
42	CCC(=O)Nc1nnc(S(=O)(=O)N2CCCc3ccccc32)s1	103	1.3	-6	8	5	7	-1	-6	8	-1
43	Cc1ccc(NC(=O)C2(C)CCN2C2Cc3ccccc3C2)cc1 (centres undefined)	92	8.4*	-1	1	-2	4	-1	-5	-7	0
44	O=C(CCc1ccc(S(=O)(=O)N2CCOCC2)cc1)NCCc1ccccn1	102	0.5	0	0	-2	19	1	-6	-4	1
45	COc1cc(-c2nc3ccc(C)cn3c2NCc2ccccc2)ccc1-c1cccc(Cl)c1	98	-2.0	-9	-3	-2	6	-4	-5	-7	2
46	CC(C)C[C@@H](CN)NC(=O)c1nc[nH]c1C(=O)N[C@@H](CC(C)C)C(=O)CNC[C@H](C)NC(=O)c1nc[nH]c1C(=O)N[C@@H](CC(=O)O)C(=O)O	101	-0.8	19	-7	-4	5	6	-7	-3	2
47	O=C(NCCCc1ccccc1)Nc1ccccc1	96	-0.2	1	5	-10	10	1	-3	-1	0
48	O=C(COC(=O)/C=C/c1ccc(F)cc1)NC1CCS(=O)(=O)C1 (centres undefined)	104	-0.2	-2	15	0	1	2	-2	1	3
49	CCCCC(C)n1[nH]c(=O)cc1N (centres undefined)	96	-1.7	5	4	-2	1	4	-5	-8	3
50	C/C(Cl)=C/Cc1c(C)[nH]c2ccc(C)cc2c1=O	96	-1.8	-7	3	-2	-5	1	-5	1	-1
51	O=C1/C(=N\S(=O)(=O)c2cccs2)C([n+]2ccccc2)=C([O-])c2ccccc21	100	-1.1	-15	2	10	-16	-2	-5	1	-10
52	CN(C)S(=O)(=O)c1ccc2c(c1)/C(=C/c1cc3c([nH]1)CCCC3)C(=O)N2	439	5.4	-16	6	6	21	0	-7	-1	7
53	O=C(COc1ccc(Cl)cc1Cl)Nc1ccc(C(=O)Nc2ccccc2C(=O)O)cc1	102	-0.1	-9	-6	4	-3	0	-9	1	3
54	COc1cc2c(cc1OC)C(C(=O)Nc1ccccn1)C(c1cccnc1)N(C)C2=O (centres undefined)	105	1.7	4	0	3	7	-3	-8	0	4
55	Cc1cc(F)ccc1S(=O)(=O)NCC1CC2CCC1C2 (centres undefined)	98	5.1	-10	-3	-22	7	5	-5	-2	-2
56	Cn1cnc(S(=O)(=O)NC2CCN(Cc3c(F)cccc3Cl)CC2)c1	94	-0.4	-2	-4	-1	1	-2	.	-3	1
57	Nc1nc(Nc2cccc(Cl)c2)nc(NCCO)c1[N+](=O)[O-]	94	-1.3	24	1	-1	4	3	-1	-3	8
58	COC(=O)c1ccc(Oc2nc(C)cc(Oc3ccccc3)n2)cc1	101	-2.5	-8	7	-1	-1	-9	.	-4	2
59	O=C(CSc1nc2ccccc2c(=O)n1-c1ccc(Cl)c(Cl)c1)Nc1ccc2c(c1)CCC2	101	1.3	-8	-6	5	16	8	-5	3	-9
60	CCOCCCNC(=O)C1CCN(S(=O)(=O)N2CC(C)CC(C)C2)CC1 (centres undefined)	99	-1.4	-1	-2	4	-1	1	.	2	-2

# Carrying on.
nr	molecule	ABCB6 inh MLPCN	MC4R barr agon	H9c2 protect	PDI inh	Exocytosis inh	MC4R antagonist	HTR2A ag	CaV13 FRET inh	ABHD5-PLIN5 inh	N-glyco inh
61	COC(=O)C1=C(N)N(c2ccc(F)cc2)C2=C(C(=O)CCC2)C1c1ccc2c(c1)OCO2 (centres undefined)	92	0.7	3	13	-1	-2	4	-2	-4	0
62	O=C(CSCC(=O)N1CCOCC1)Nc1nc(-c2ccccc2)cs1	92	2.7	8	8	3	6	-3	-6	6	2
63	O=C(NNC(=O)c1ccccc1OCc1ccccc1)c1ccccc1F	99	-0.5	-2	-9	-10	-4	-3	-19	-1	-1
64	COc1cc(/C=N/Nc2nc(Nc3ccccc3)nc(N3CCOCC3)n2)ccc1OC(=O)c1ccco1	100	-0.6	27	-9	3	11	-6	-2	-4	-11
